# Assay outcomes: PubChem BioAssay, The Scripps Research Institute Molecular Screening Center
# GPR151 ag – activators of human GPR151, primary screen, cell-based, PathHunter beta-arrestin, luminescence; G-protein coupled receptor 151 (Homo sapiens), Q8TDV0; PathHunter beta-arrestin GPR151 cells; activation, % at 11.2 µM; 650,000 compounds, 1% hits; in the data active = activation above about 4.9%;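 also: 0% = median of compound wells and 100% = cells with positive control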
# Target sequence (Q8TDV0 whole entry, looked up): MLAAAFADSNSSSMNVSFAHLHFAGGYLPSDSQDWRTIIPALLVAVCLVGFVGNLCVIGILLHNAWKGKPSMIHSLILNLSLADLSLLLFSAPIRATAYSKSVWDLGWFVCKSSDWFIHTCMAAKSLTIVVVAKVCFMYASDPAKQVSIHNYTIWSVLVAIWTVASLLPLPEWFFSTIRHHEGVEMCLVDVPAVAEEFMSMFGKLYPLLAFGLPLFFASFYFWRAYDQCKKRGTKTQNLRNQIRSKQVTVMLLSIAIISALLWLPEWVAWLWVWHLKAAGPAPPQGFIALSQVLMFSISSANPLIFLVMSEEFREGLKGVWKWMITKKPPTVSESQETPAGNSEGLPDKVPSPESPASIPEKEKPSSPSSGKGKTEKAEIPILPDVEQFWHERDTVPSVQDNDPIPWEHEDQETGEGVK
# FBW7 act – FBW7 E3 ligase activators, primary screen, biochemical, AlphaScreen, human; normalized activity (activation), % at 26.1 µM; AID 1259310, 2017; F-box/WD repeat-containing protein 7 (Homo sapiens), Q969H0; 650,000 compounds, 0.13% hits; AlphaScreen FBW7–phospho-cyclin E peptide binding, activator screen; in the data active = normalized activity above about 1.9%;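 also: purified mutant Fbw7 with reduced substrate affinity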
# Target sequence (Q969H0 whole entry, looked up): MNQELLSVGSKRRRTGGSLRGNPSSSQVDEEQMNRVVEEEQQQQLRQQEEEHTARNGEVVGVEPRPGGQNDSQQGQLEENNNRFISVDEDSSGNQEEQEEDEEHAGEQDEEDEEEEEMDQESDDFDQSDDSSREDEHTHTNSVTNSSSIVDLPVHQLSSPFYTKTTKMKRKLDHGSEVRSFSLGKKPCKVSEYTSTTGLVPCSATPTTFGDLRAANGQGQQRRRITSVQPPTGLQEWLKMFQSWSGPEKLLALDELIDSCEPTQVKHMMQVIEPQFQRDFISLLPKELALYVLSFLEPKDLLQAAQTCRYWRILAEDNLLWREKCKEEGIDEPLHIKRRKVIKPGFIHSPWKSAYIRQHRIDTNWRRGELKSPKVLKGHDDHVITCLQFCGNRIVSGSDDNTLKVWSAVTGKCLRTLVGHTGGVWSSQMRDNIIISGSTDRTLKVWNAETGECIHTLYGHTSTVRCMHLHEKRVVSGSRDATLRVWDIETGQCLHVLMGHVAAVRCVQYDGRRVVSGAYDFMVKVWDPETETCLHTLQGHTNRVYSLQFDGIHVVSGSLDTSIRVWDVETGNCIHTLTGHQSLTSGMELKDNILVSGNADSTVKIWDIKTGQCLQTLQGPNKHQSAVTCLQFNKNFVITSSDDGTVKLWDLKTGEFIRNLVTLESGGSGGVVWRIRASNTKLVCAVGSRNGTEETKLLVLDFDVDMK
# TEAD-YAP block – TEAD-YAP interaction inhibition, primary screen, TEAD-YAP interaction inhibitor project, luminescence, HEK-TIYL cells | 640,000 compounds, 1.4% hits | TEAD-Gal4/YAP UAS-luciferase luminescence | AID 1259422, 2018 | inhibition, % at 9.12 µM; in the data active = inhibition above about 32%;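 also: 0% = median of test compound wells and 100% = reference inhibitor wells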
# MITF primary – MITF inhibitors, primary screen, biochemical, AlphaScreen, human. AlphaScreen MITF homodimerization, bead proximity signal. inhibition, % at 2.6 µM. Microphthalmia-associated transcription factor (Homo sapiens), O75030. 650,000 compounds, 0.91% hits. AID 1259374, 2018; in the data active = inhibition above about 50%;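 also: 0% = vehicle wells with protein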
# Active calls of the source: *.
# Letter code – A = GPR151 ag; B = FBW7 act; C = TEAD-YAP block; D = MITF primary
molecule: O=C(NCC1CCC2(CCN(C(=O)C3CC3)CC2)O1)c1c(F)ccc(F)c1F (stereo not given)
  A: 0.1; B: 0.0; C: 3; D: 14
molecule: CCOC(=O)C1=CN(c2cc(C)ccc2C)C=C(C(=O)OCC)C1c1ccccc1OCC
  A: 0.8; B: 0.0; C: -3; D: -10
molecule: COc1ccc(S(=O)(=O)Nc2ccc(S(=O)(=O)Nc3ccccc3)cc2)cc1
  A: -1.5; B: 0.1; C: -18; D: -7
molecule: CC(C)c1ccc(OCC(O)CN2CCN(c3ccccc3F)CC2)cc1 (stereo not given)
  A: -0.7; B: -0.1; C: -3; D: -9
molecule: O=C(Nc1cccc(F)c1)Nc1ccnn1C1CCN(Cc2ccon2)CC1
  A: -0.7; B: 0.1; C: -6; D: 4
molecule: COc1cc(/C=N/NC(=O)C(=O)Nc2ccccc2F)cc(OC)c1OC
  A: -0.3; B: 0.2; C: 3; D: -2
molecule: CC1CCCCC1NC(=O)c1cnn2c(C(F)(F)F)cc(-c3ccccc3)nc12 (stereo not given)
  A: -0.7; B: 0.6; C: 1; D: 15
molecule: CCc1nn(CC2CC2)c(=O)c2cc3oc(C)cc3n12
  A: -0.6; B: 0.1; C: 10; D: -2
molecule: CCOC(CCn1c(SCC(=O)Nc2ccc(C)cc2)nc2ccccc2c1=O)OCC
  A: 0.4; B: 0.1; C: 13; D: 4
molecule: CS(=O)(=O)N1CCC(n2nc(-c3cccs3)ccc2=O)CC1
  A: 2.7; B: 0.0; C: 10; D: 13
molecule: O=C(CNC(=O)c1ccccc1)NCC(O)c1ccc([N+](=O)[O-])cc1 (stereo not given)
  A: 0.3; B: 0.0; C: -5; D: -6
molecule: CCCOc1cccc2c1CCN(CC)C2=O
  A: 2.2; B: 0.0; C: 3; D: 0
molecule: Cc1cc(N2CCN(c3ccc(O)cc3)CC2)nc(-n2nc(C)cc2C)n1
  A: 0.6; B: 0.0; C: -16; D: 6
molecule: COC(=O)CNC(=O)C1CN(Cc2ccccc2)CCN1C(C)=O (stereo not given)
  A: 0.5; B: 0.6; C: 2; D: 13
molecule: CC(C)(C)c1ccc(C(=O)Nc2cccc(NC(=O)c3cc(Br)ccc3Cl)c2)cc1
  A: -0.6; B: 1.6; C: -28; D: 16
molecule: CCc1ccc(C2CC(c3ccccc3)=NN2C(=O)CCCC(=O)O)cc1 (stereo not given)
  A: 0.7; B: 0.1; C: 7; D: 19
molecule: N#Cc1c(-c2ccc(Cl)cc2)n(Cc2ccccc2)c(=O)n(Cc2ccccc2)c1=O
  A: -0.2; B: 0.0; C: 9; D: 4
molecule: COc1ccc(C(=O)N/N=C/c2cccc3ccccc23)cc1
  A: 1.4; B: 0.1; C: -27; D: 16
molecule: O=C(c1ccco1)N1CCN(C(=O)C2CCN(S(=O)(=O)c3cnc[nH]3)CC2)CC1
  A: 1.9; B: 0.0; C: -1; D: 1
molecule: CCOC(=O)COC1=C(c2ccccc2)C(=O)c2ccccc2C1=O
  A: -0.5; B: 0.0; C: 12; D: 17
molecule: CC(NC(=O)CN1N=C(C(C)(C)C)Cn2c(cc3sccc32)C1=O)c1ccncc1 (stereo not given)
  A: 0.1; B: 0.2; C: 1; D: 9
molecule: O=C1C2C3C=CC(C3)C2C(=O)N1c1ccc(OCc2ccccc2)cc1 (stereo not given)
  A: -2.7; B: 0.4; C: -23; D: 19
molecule: C#CCOc1c(Cl)cc(C2C3=C(CCCC3=O)NC3=C2C(=O)CCC3)cc1OCC
  A: 0.2; B: 0.1; C: 2; D: -4
molecule: COc1cc(Br)ccc1OCC(=O)N/N=C/C=C/c1ccco1
  A: 0.5; B: 0.0; C: 5; D: -3
molecule: C=CCn1c(-c2ccc(Cl)cc2Cl)nn(C2CC(=O)C3OCC2O3)c1=S (stereo not given)
  A: 1.5; B: 0.1; C: 12; D: 6
molecule: CCCCCC(=O)c1c(O)c2ccccc2oc1=O
  A: -1.1; B: 0.2; C: -7; D: 10
molecule: O=C(O)/C=C/C(=O)Nc1ccc(OC(F)(F)Cl)cc1
  A: 0.1; B: -0.1; C: 0; D: 2
molecule: COc1cccc(-n2cc(C(=O)NCCC(=O)Nc3ccccc3OC)c3ccccc3c2=O)c1
  A: 0.3; B: 0.1; C: 0; D: 7
molecule: Cc1ccc(-c2c(C(=O)NNC(=O)Nc3ccc([N+](=O)[O-])cc3)csc2C)cc1
  A: 0.9; B: -0.1; C: -7; D: 1
molecule: Cc1c(Cl)cccc1NC(=O)c1ccc(-c2cccc([N+](=O)[O-])c2)o1
  A: -0.8; B: 0.0; C: 2; D: 7
molecule: CC12CCC(C(=O)Oc3cccc4cccnc34)(CC1=O)C2(C)C (stereo not given)
  A: -0.9; B: -0.2; C: 1; D: -14
molecule: O=c1oc2ccc(Br)cc2cc1-c1nc2sc3c(c2c(=O)[nH]1)CCCC3
  A: 1.0; B: -0.1; C: -2; D: 9
molecule: Cc1ccc(S(=O)(=O)N2CCOCC2)cc1C(=O)OCc1cccs1
  A: 1.0; B: -0.1; C: -7; D: 7
molecule: O=C(CCCn1cncn1)N1CCOc2ccc(CN3CCc4ccccc4C3)cc2C1
  A: 3.7; B: 0.2; C: 0; D: -1
molecule: O=C1N[C@@H](CO)C(=O)N2C[C@@H](NCc3nc4ccccc4s3)C[C@@H]12
  A: -0.4; B: 0.3; C: 4; D: -1
molecule: O=C(COC(=O)Cn1cnc2ccccc2c1=O)NC(=O)Nc1ccc2c(c1)OCCO2
  A: -0.3; B: 0.0; C: -6; D: -2
molecule: CCOc1ccc(N=Nc2c(C)n[nH]c2C)cc1
  A: 0.4; B: 0.0; C: 3; D: 6
molecule: Cc1ccc2[nH]c(C(=O)N3CCC4(CC3)CC4C(=O)NCCCc3ccncc3)cc2c1 (stereo not given)
  A: 0.3; B: -0.2; C: 12; D: -11
molecule: COC(=O)c1ccc2c(c1)C(=O)N(c1ccc(C)c(C)c1)C2=O
  A: 0.7; B: 0.0; C: 2; D: 4
molecule: COc1ccc(CCNC(=O)COc2ccc(C)cc2Br)cc1OC
  A: 0.0; B: -0.2; C: -7; D: 0
molecule: Cc1cccc(NC(=O)C2CC(O)CN2C(=O)OCC(C)C)c1 (stereo not given)
  A: -0.6; B: 0.1; C: 9; D: -17
molecule: CCN(CC)CCNC(=O)C1CCCc2c1[nH]c1c(C(=O)O)cccc21 (stereo not given)
  A: -0.2; B: 0.1; C: 7; D: 5
molecule: Cc1ccc(C2CC(c3ccccc3)n3nnnc3N2)cc1 (stereo not given)
  A: -2.2; B: 0.1; C: -3; D: 12
molecule: Cc1nc(-c2ccc(Cl)cc2)no1
  A: 0.8; B: -0.1; C: 1; D: -3
molecule: CC1CC(C)CN(CC(O)COc2ccccc2Cl)C1 (stereo not given)
  A: 0.8; B: -0.1; C: 11; D: -8

# Entries listed so far containing an NH in an aromatic ring, in the order listed:
# Letter code – A = GPR151 ag; B = FBW7 act; C = TEAD-YAP block; D = MITF primary
molecule: O=C(c1ccco1)N1CCN(C(=O)C2CCN(S(=O)(=O)c3cnc[nH]3)CC2)CC1
  A: 1.9; B: 0.0; C: -1; D: 1
molecule: O=c1oc2ccc(Br)cc2cc1-c1nc2sc3c(c2c(=O)[nH]1)CCCC3
  A: 1.0; B: -0.1; C: -2; D: 9
molecule: CCOc1ccc(N=Nc2c(C)n[nH]c2C)cc1
  A: 0.4; B: 0.0; C: 3; D: 6
molecule: Cc1ccc2[nH]c(C(=O)N3CCC4(CC3)CC4C(=O)NCCCc3ccncc3)cc2c1 (stereo not given)
  A: 0.3; B: -0.2; C: 12; D: -11
molecule: CCN(CC)CCNC(=O)C1CCCc2c1[nH]c1c(C(=O)O)cccc21 (stereo not given)
  A: -0.2; B: 0.1; C: 7; D: 5

# (next part)
# Letter code – A = GPR151 ag; B = FBW7 act; C = TEAD-YAP block; D = MITF primary
molecule: CCCNc1nc(Cl)nc2nc[nH]c12
  A: 2.3; B: 0.1; C: -2; D: -4
molecule: O=C(NCCc1nnc2n1CCN(Cc1c(F)cccc1Cl)CC2)C1CCC1
  A: 0.7; B: 0.0; C: 7; D: -12
molecule: O=C(CC1(O)C(=O)N(Cc2ccc(Cl)cc2)c2ccccc21)c1ccc([N+](=O)[O-])cc1 (stereo not given)
  A: 3.6; B: 0.0; C: 7; D: 6
molecule: COc1cc(CNc2ncc(-c3ccc(F)cc3)n3ccnc23)cc(OC)c1OC
  A: 0.2; B: -0.6; C: 4; D: -7
molecule: CCCCCSc1nnc2c(n1)OC(c1ccc(O)c(OCC)c1)Nc1ccccc1-2 (stereo not given)
  A: 0.7; B: 0.1; C: 17; D: -5
molecule: O=C(Nc1ccc(C(=O)N2CCOCC2)cc1)c1cc(-c2ccccc2)nc2ccccc12
  A: 0.8; B: -0.2; C: -5; D: 4
molecule: O=C(CCCOc1ccc(Br)cc1)Nc1nc2ccccc2[nH]1
  A: -1.1; B: 0.1; C: 2; D: 14
molecule: CCC(Sc1nc(N)c(NC(=O)c2ccco2)c(=O)[nH]1)C(=O)OC (stereo not given)
  A: -1.0; B: 0.2; C: 0; D: 0
molecule: O=C(Nc1ccc(O)c(-c2nc3ccccc3o2)c1)c1ccccc1Br
  A: 0.2; B: -0.1; C: 4; D: 12
molecule: CCOC(CNCc1c(C(=O)O)n(Cc2ccccc2)c2ccccc12)OCC
  A: 1.9; B: 0.0; C: 5; D: 1
molecule: Cc1cc(-c2nc3c4c5c(sc4[nH]c(=O)n3n2)CCCC5)c(C)o1
  A: 0.3; B: -0.1; C: 1; D: 4
molecule: CCCCc1nc(SCC(=O)NC(C)C)c2c(=O)n(C)c(=O)n(C)c2n1
  A: 0.2; B: 0.1; C: 1; D: -8
molecule: CCOc1ccc(NS(=O)(=O)c2cc(N)ccc2Cl)cc1
  A: 0.8; B: -0.2; C: 10; D: -2
molecule: COc1ccc2cc(C)c3nn(CC(=O)NC4CC4)c(=O)n3c2c1
  A: 0.1; B: -0.2; C: -3; D: -6
molecule: CCc1ccc(OCCOCC(O)CNC2CCCC2)cc1 (stereo not given)
  A: 0.7; B: -0.1; C: 10; D: 7

# Retrieved one by one from the entries so far (two):
# Letter code – A = GPR151 ag; B = FBW7 act; C = TEAD-YAP block; D = MITF primary
molecule: COc1cc(CNc2ncc(-c3ccc(F)cc3)n3ccnc23)cc(OC)c1OC
  A: 0.2; B: -0.6; C: 4; D: -7
molecule: CCC(Sc1nc(N)c(NC(=O)c2ccco2)c(=O)[nH]1)C(=O)OC (stereo not given)
  A: -1.0; B: 0.2; C: 0; D: 0

# Next results:
# Letter code – A = GPR151 ag; B = FBW7 act; C = TEAD-YAP block; D = MITF primary
molecule: C=CCOc1ccccc1CN1CCC2(CC1)NC(=O)c1ccccc1N2
  A: -1.0; B: -0.1; C: 5; D: -1
molecule: Cc1ccc(Cl)cc1N1CCN(C(=O)CCC(=O)O)CC1
  A: -0.7; B: 0.1; C: 2; D: 3
molecule: CCOc1cccc2cc(C(=O)Nc3ccc(C(=O)O)cc3)c(=O)oc12
  A: -1.1; B: 0.3; C: -7; D: 10
molecule: O=C(NC(=S)Nc1ccc(S(=O)(=O)Nc2nccs2)cc1)c1cccnc1
  A: 0.7; B: -0.1; C: 11; D: 4
molecule: CC(=O)COc1ccc(S(=O)(=O)N2CCOCC2)cc1Cl
  A: 0.9; B: -0.1; C: 3; D: 5
molecule: CSc1ccccc1NC(=O)CN1c2cccc3cccc(c23)S1(=O)=O
  A: -0.1; B: -0.2; C: 5; D: 2
molecule: Cc1ccc([N+](=O)[O-])cc1S(=O)(=O)N1CCN(c2ccc(F)cc2)CC1
  A: 0.0; B: -0.2; C: 3; D: -6
molecule: COc1ccc(CCNC(=O)CC(NS(=O)(=O)c2ccc(C)cc2)c2cccc(OC)c2OC)cc1OC (stereo not given)
  A: -2.1; B: 0.0; C: -6; D: 15
molecule: CCOc1ccccc1NC(=O)C(=O)N/N=C/c1cccc(Cl)c1Cl
  A: 0.2; B: 0.1; C: 8; D: 3
molecule: Cc1cc(/C=C2\C(=N)N3N=C(C(C)C)SC3=NC2=O)c(C)n1-c1ccccc1
  A: -1.4; B: 0.1; C: -6; D: -4
molecule: CCOCCCNC(=S)Nc1ccc(F)cc1
  A: 1.2; B: 0.5; C: 13; D: 13
molecule: O=C(CCc1nc2sc3c(c2c(=O)[nH]1)CCCCC3)N1CCN(c2ccc(Cl)cc2)CC1
  A: 0.8; B: 0.0; C: 1; D: 6
molecule: Cc1ccc(C)c(-n2c(C)cc(/C=C3/C(=N)N4C=CSC4=NC3=O)c2C)c1
  A: 1.2; B: 0.4; C: 18; D: 17
molecule: CC(/C=C/c1ccco1)=N/NC(=O)CNc1ccc(C)cc1
  A: 0.2; B: 0.4; C: -6; D: -15
molecule: Cc1ccc(Cl)cc1NC(=O)CN1C(=O)CN(C)C1=O
  A: -0.3; B: -0.1; C: 14; D: 3
molecule: O=C(N/N=C/c1cc(I)ccc1O)c1ccccn1
  A: -0.2; B: -0.8; C: -64; D: 13
molecule: O=C(CSc1ncnc2ccccc12)NCC1CCCO1 (stereo not given)
  A: -0.9; B: 0.0; C: -1; D: 9
molecule: CCOC(=O)c1c(-c2ccccc2)csc1NC(=O)c1cc(OC)c(OC)c(OC)c1
  A: 0.1; B: -0.5; C: 14; D: 8
molecule: COc1ccc(CNC(=O)CC2C(=O)NCCN2Cc2ccccn2)cc1 (stereo not given)
  A: -0.4; B: -0.3; C: 6; D: 0
